CBFb RUNX1 block = inhibitors of human CBF-beta and RUNX1 interaction; AlphaScreen CBFb-His/RUNX1-biotin binding, biochemical; Potency, µM (highest dose often 59.8 µM), for inactives: top-dose activity, negative = inhibition, most hits filed as inhibitors; 230,000 tested, under 10 active; AID 1477; also: % of control where 0% means no effect
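Read-out: AlphaScreen. Format: His-CBF-beta with biotinylated RUNX1 (30 nM each) preincubated 20 min, compound 15 min, Ni-chelate plus streptavidin beads 90 min; room temperature throughout.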
IMPase Li inh = cell-permeable IMPase inhibitors with lithium potentiation; hit rate 0.35% among 210,000; CHO-M1 cells, IP1 TR-FRET (IP-One), carbachol + lithium; Potency, µM (titrated, usually from 59.4 µM), inactives show top-dose activity, negative = IMPase inhibition, hits mostly inhibitors;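 also: IP1 builds up when IMPase is blocked and the TR-FRET signal falls; potency is read from the fitted curve at half-maximal effect; plate controls were basal vehicle for no effect and high inhibitor control for full effect; nearly all actives have a fitted effect of over 50% in size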
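Concentration–response in CHO-M1 cells, lithium-potentiated; 30 min at 37C. IP1 detected by competitive TR-FRET after 10 min lysis at RT. Hill-fitted AC50.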
HttQ103 aggreg = mutant huntingtin aggregation inhibition. PC12 HttQ103-GFP aggregates, Acumen cytometry, 40 h. Potency, µM (top dose mostly 46.1 µM), for the others: at the top dose activity change, negative = inhibition, hits mostly inhibitors. hit rate 1.1% among 220,000. AID 1688; also: potency is read from the fitted curve at half-maximal effect; % is scaled to controls: 0 for no effect and ±100 for the full control effect; nearly all actives have a fitted effect of over 60% in size
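Aggregates are detected as GFP objects 1–25 µm with signal 6 STDEV over background in lysates of induced PC12 cells. These carry Huntingtin exon 1 with 103 glutamines fused to GFP under an ecdysone promoter; compounds titrated.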
KinaseGlo FLuc = counter-screen: inhibitors of Kinase-Glo firefly luciferase; Kinase-Glo luciferase, ATP luminescence, 8 min; Potency, µM (titrated, usually from 38.3 µM), for the others: at the highest dose activity change, negative = inhibition, most hits filed as inhibitors; hit rate 0.28% among 200,000; AID 1379; also: potency is read from the fitted curve at half-maximal effect; % is scaled to controls: 0 for no effect and ±100 for the full control effect; nearly all actives have a fitted effect of over 60% in size
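Recombinant Kinase-Glo luciferase, 10 uM ATP (linear range), luciferin; imidazole pH 7.2 / KCl / MgCl2 / Tween / BSA buffer; 8 min RT; luminescence.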
Epigenetic derep = derepresses silenced GFP reporter in murine cells | Potency, µM (series often up to 53.9 µM), without a hit: at the highest dose GFP activation, actives largely listed as activators | murine LDR cells, GFP reporter derepression, 30 h | AID 1865 | hit rate 0.2% among 280,000; also: potency is read from the fitted curve at half-maximal effect; % of control where 0% means no effect; nearly all actives have a fitted effect of over 60% in size
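Murine LDR cells carrying a silenced, genomically integrated CMV-driven GFP reporter were exposed to compound for 30 hours at 37 C. After PBS washes, GFP-positive cells (20–120 um objects) were counted by laser-scanning microplate cytometry.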
NPSR antagonist = neuropeptide S receptor (human) antagonism, cAMP; CHO-NPSR cells, cAMP TR-FRET, antagonist mode; hit rate 1% among 220,000; Q6W5P4; Potency, µM (highest dose often 38.3 µM), without a hit: at the highest dose activity change, negative = inhibition, actives largely listed as inhibitors; also: potency is read from the fitted curve at half-maximal effect; % is scaled to controls: 0 for no effect and ±100 for the full control effect; nearly all actives have a fitted effect of over 50% in size; many of its hits are not listed in these tables
L3MBTL1 inh = L3MBTL1 (human) inhibition | Q9Y468 | AlphaScreen L3MBTL1–H3K9me1 peptide binding | Potency, µM (titrated, usually from 57.1 µM), for the others: at the top dose activity, negative = inhibition, usual class: inhibitors | hit rate 0.66% among 230,000 | AID 485360; also: potency is read from the fitted curve at half-maximal effect; % is scaled to controls: 0 for no effect and ±100 for the full control effect; nearly all actives have a fitted effect of over 60% in size
Target sequence (Q9Y468 whole entry, looked up): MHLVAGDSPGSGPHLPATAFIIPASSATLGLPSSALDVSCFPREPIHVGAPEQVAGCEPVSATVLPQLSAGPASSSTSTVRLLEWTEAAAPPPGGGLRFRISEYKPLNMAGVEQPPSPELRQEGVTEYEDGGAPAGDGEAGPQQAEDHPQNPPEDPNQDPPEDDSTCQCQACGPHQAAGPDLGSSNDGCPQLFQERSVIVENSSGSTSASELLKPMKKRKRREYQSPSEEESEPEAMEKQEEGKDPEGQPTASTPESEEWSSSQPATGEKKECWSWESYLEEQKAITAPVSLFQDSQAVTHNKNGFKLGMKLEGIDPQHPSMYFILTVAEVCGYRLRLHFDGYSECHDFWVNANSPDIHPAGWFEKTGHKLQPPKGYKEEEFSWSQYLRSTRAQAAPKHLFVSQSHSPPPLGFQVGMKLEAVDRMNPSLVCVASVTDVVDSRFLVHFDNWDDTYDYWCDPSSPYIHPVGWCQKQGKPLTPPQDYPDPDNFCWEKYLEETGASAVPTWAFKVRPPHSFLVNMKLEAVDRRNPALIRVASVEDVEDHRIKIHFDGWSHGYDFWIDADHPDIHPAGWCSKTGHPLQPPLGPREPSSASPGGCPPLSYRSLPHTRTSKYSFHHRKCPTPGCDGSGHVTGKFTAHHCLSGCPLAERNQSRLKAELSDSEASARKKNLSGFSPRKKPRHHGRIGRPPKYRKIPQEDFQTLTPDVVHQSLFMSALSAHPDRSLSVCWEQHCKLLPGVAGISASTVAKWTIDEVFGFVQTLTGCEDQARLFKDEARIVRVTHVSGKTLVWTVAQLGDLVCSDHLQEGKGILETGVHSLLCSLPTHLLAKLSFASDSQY
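L3MBTL1 50 nM + b-AHA-H3(1-15)K9me1 75 nM, 30 min RT; compound added, 30 min RT; streptavidin donor/Ni-chelate acceptor beads 10 ug/mL each final, 30 min RT dark; AlphaScreen read.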
Starred values were filed as active, the others as inactive; ? = inconclusive; . = no result given; [ ] = remark or other dose. Calls follow the shape of the dose curve; as a rule, active = well fitted curve in the direction sought with a large enough effect; inconclusive = small, poorly fitted or top-dose-only effect, or another doubt; inactive = no such curve, though single readings can be large; an effect the other way counts as inactive or inconclusive. This is a subset, so the mix of outcomes need not match the whole.

Molecule | NPSR antagonist | Epigenetic derep | L3MBTL1 inh | HttQ103 aggreg | IMPase Li inh | CBFb RUNX1 block | KinaseGlo FLuc
O=C(NCCOC(=O)c1ccc(C(=O)OCCNC(=O)c2cccnc2)s1)c1cccnc1 | 1%[46.1 µM] | -0.2% | 7% | 11% | 3%[38.3 µM] | 0% | 1%
O=C(NCc1cccs1)Nc1ccc(Cl)cc1 | -13%[46.1 µM] | -3.5% | 6% | -17% | -5% | 18% | -1%
Cc1ccccc1NC(=S)Nc1cccc([N+](=O)[O-])c1 | -3%[46.1 µM] | -0.3% | 10% | 1% | 9%[38.3 µM] | -1% | 1%
CCCCC(C(=O)O)C(C)CC(=O)Nc1ccn(-c2ccccc2)n1 (stereo unspecified) | 2%[46.1 µM] | 3.1% | 3% | 6% | 3%[38.3 µM] | 3% | 2%
O=C(Nc1ccccc1[N+](=O)[O-])C1=C(O)CCn2c1nc1ccccc12 | -5%[46.1 µM] | 0.8% | . | -5% | 31%[38.3 µM] | -1% | 2%
O=C(c1ccc2c(c1)OCCO2)N1CCCCC1 | -2%[46.1 µM] | 0.0% | 3% | 3% | 20%[38.3 µM] | 6% | -2%
CNC(=S)N(Cc1ccco1)Cc1cc2cc(OC)ccc2[nH]c1=O | 31% | 0.0% | 2% | ? | 28% | 1% | -2%
COC(=O)c1c(NC(=O)c2nc3ncccn3n2)sc(C(=O)N(C)C)c1C | -3%[46.1 µM] | -1.0% | . | -10% | 30%[38.3 µM] | 2% | 1%
CCOC(=O)/C=C/C(=O)OCC(=O)Nc1cccc(Cl)c1Cl | 19% | -1.4% | 7% | -7% | -2% | -4% | -1%
CCOC(=O)N1CCN(C(=O)/C(=C/c2cccc3ccccc23)NC(=O)c2ccc(OC)c(OC)c2)CC1 | 1% | -1.8% | 1% | 0% | 4% | -11% | 1%
Cc1ccc(S(=O)(=O)N2CCCCC2)cc1NC(=O)CSc1nccn1C | 9% | -1.8% | -3% | -9% | 7% | -14% | -1%
Cc1nnc(NC(=O)c2cccc(S(=O)(=O)N3CC(c4ccccc4)CC3=O)c2)s1 (stereo unspecified) | -9%[46.1 µM] | -0.2% | . | -17% | 1%[38.3 µM] | -5% | 2%
COc1cccc(CN2C(=O)CCC2(C)C(=O)NC2CCCCCC2)c1 (stereo unspecified) | ? | -2.8% | 5% | 17% | -10%[38.3 µM] | -1% | 0%
COc1ccccc1NC(=O)C1=C(C)Nc2nc(-c3cccs3)nn2C1c1cccnc1 (stereo unspecified) | -3%[46.1 µM] | 1.0% | 4% | 26% | -13%[38.3 µM] | 1% | -2%
O=C(NC(CO)Cc1ccccc1)c1ccccc1 (stereo unspecified) | 7% | -3.1% | 1% | -5% | -10% | 12% | 2%
COc1ccc(N(C(C)C(=O)N/N=C(\C)C(C)(C)C)S(C)(=O)=O)cc1 (stereo unspecified) | 23% | -0.4% | . | 4% | -2% | 10% | 1%
CC12CCC(C(=O)Nc3ccncc3)(CC1O)C2(C)C (stereo unspecified) | 5% | 0.1% | . | -18%[9.22 µM] | . | 8% | .
COCCOC(=O)CSc1ncccc1-c1nc2cc(C)c(C)cc2[nH]1 | 29% | -0.1% | -27% | 9% | 2% | 8% | 13µM*
COC/C=C/C1=CC2=CC(=O)C(C)(OC(=O)CCc3ccccc3)C(=O)C2=CO1 (stereo unspecified) | . | -1.1% | . | . | 7% | 8% | 2%
COc1ccc(NC(=O)CSCCc2ccccn2)cc1OC | 19% | -1.3% | . | -13% | 12% | 3% | .
COc1ccc(/C=C/C(=O)Oc2cccc(/C=N/NC(=O)COc3c(C)cccc3C)c2)cc1 | -20%[46.1 µM] | -0.9% | -2% | -10% | 1%[38.3 µM] | 1% | 0%
CCOc1ccc(/C=N/NC(=O)Cc2csc(Nc3cccc(C(F)(F)F)c3)n2)c(OCC)c1 | ? | -0.7% | -7% | -2% | 7%[38.3 µM] | -1% | 3%
CCc1ccc(Nc2nc3ccccc3c(=O)s2)cc1 | -5% | 1.2% | 1% | 4% | -6% | 2% | 0%
CCOc1ncccc1C(=O)OCCN1C(=O)c2ccccc2C1=O | 1%[46.1 µM] | -0.4% | -2% | -15% | -12%[38.3 µM] | -6% | -6%
Cc1ccc(C(C)n2cc(C(=O)NCCN3CCN(C)CC3)nn2)cc1 (stereo unspecified) | 5%[46.1 µM] | -3.5% | -4% | 2% | 13% | 1% | 0%
CCNc1nc(SCCOc2ccccc2)nc(N(C)C)n1 | -9%[46.1 µM] | -1.0% | 37%[activator] | -26% | 37%[activator][38.3 µM] | 30% | -3%
CC(C)(C)c1ccc(N2C(=O)CSC2c2cccnc2)cc1 (stereo unspecified) | -4% | -0.3% | 2% | 22%[9.22 µM] | . | -2% | .
CCCC(=O)NCCCc1nc2ccccc2n1CC | 1%[46.1 µM] | 0.9% | -4% | -12% | 28%[38.3 µM] | 6% | -2%
COC(=O)C(Cc1ccccc1)NC(=O)c1cc(S(=O)(=O)N(C)C)ccc1Cl (stereo unspecified) | -7% | -1.4% | 4% | 3% | 0% | -5% | -1%
CCN(CC)S(=O)(=O)c1ccc(OC)c(NC(=O)c2ccc3c(c2)OCO3)c1 | -15% | -0.1% | 13% | 17% | 8% | 0% | 0%
Cc1nc(NCc2ccccc2)sc1C(=O)Nc1ccccc1 | -26% | 1.8% | 4% | -28% | 9% | 7% | -4%
CC(CN1CCCCC1)C(=O)NN (stereo unspecified) | 5% | -0.2% | 3% | -5% | -3% | 2% | 1%
COc1cccc(N(C(=O)Cn2nnc(-c3ccc(C)cc3)n2)C(C(=O)NC(C)(C)C)c2c[nH]c3ccccc23)c1 (stereo unspecified) | -26%[46.1 µM] | -1.3% | -8% | -25% | 0%[38.3 µM] | -7% | -6%
Cc1cccc(OCCCC(=O)NC(C)C)c1 | 4%[46.1 µM] | 1.4% | -5% | 13% | -1%[38.3 µM] | 5% | 0%
O=c1nc(/C=C/c2ccc(-c3ccc(F)cc3)o2)cc(C(F)(F)F)[nH]1 | -8%[46.1 µM] | ? | . | 12% | -6%[38.3 µM] | -4% | -1%
CC12COC3(C(=O)Nc4ccc([N+](=O)[O-])cc4)CC1CCC32C (stereo unspecified) | -29% | -1.0% | 18% | -6% | 5% | -1% | 1%
COc1ccc2oc(C(=O)C3CC3)c(N)c2c1 | 5%[46.1 µM] | 5.2% | 1% | -4% | -17%[38.3 µM] | -2% | 6%
Cc1cc(C)c(C)c(S(=O)(=O)N2CCC(C(=O)OCC(=O)N3c4ccccc4NC(=O)C3(C)C)CC2)c1C | -12%[46.1 µM] | 1.0% | . | 5% | 60%[activator][38.3 µM] | -14% | -3%
CC1=CC(c2ccc(Cl)cc2)n2nc(NS(=O)(=O)c3ccc(C)cc3)nc2N1 (stereo unspecified) | -20%[46.1 µM] | 0.8% | . | ? | 17%[38.3 µM] | 1% | 0%
Cc1cc(Nc2nc3c(c(=O)n(C)c(=O)n3C)n2C)n(-c2ccc(Cl)cc2)n1 | -13%[46.1 µM] | 1.5% | -3% | 8% | -1%[38.3 µM] | -4% | -1%
O=C1CC(N2CCN(c3ccc(S(=O)(=O)N4CCCC4)cc3)CC2)C(=O)N1c1ccc(F)cc1 (stereo unspecified) | -4%[46.1 µM] | 1.6% | -7% | 7% | 5%[38.3 µM] | -2% | 0%
CSc1ccccc1NC(=O)CN(C)Cc1cccc(Cl)c1 | -38% | 0.8% | . | 6% | 5% | 5% | -3%
OC(COC(c1ccc(Cl)cc1)c1ccc(Cl)cc1)CN1CCN(c2ccccn2)CC1 (stereo unspecified) | -48% | 2.4% | -2% | 32µM* | 7% | -19% | 5%
COc1ccc(CCN(Cc2cc3cc(C)ccc3[nH]c2=O)C(=O)N2CCCC2)cc1OC | -20%[46.1 µM] | 1.0% | 22% | ? | -11%[38.3 µM] | 15% | 0%
O=C(Nc1ccccc1Cl)c1cc(S(=O)(=O)N2CCCCC2)ccc1N1CCOCC1 | ? | -0.7% | 2% | 2% | 3%[38.3 µM] | 0% | -3%
COc1ccc(CNC(=O)c2ccc(CNc3c(NC4CCCCC4)c(=O)c3=O)cc2)cc1 | 11% | 1.4% | 14% | 22% | 4% | 11%[2.36 µM] | 0%
CCCCCn1nc(C)c(/C=N\NC(=O)c2cc(C)oc2C)c1C | -9% | -1.0% | 19% | -4% | 6% | -1% | 0%
COC(=O)c1cc(NS(=O)(=O)c2ccc(C)c3ccccc23)ccc1N1CCOCC1 | -15% | -2.9% | . | -1%[9.22 µM] | . | -26% | .
CN1C(C(=O)NCCc2cccs2)CC2Cn3c(nc4ccccc43)C21 (stereo unspecified) | 8% | -3.5% | . | 21%[9.22 µM] | . | 10% | .
CCc1nnc(NC(=O)CSc2nc3cc4c(cc3cc2CC)OCCO4)s1 | ? | 2.5% | 1% | 16% | -21%[38.3 µM] | -1% | 2%
O=C(CCc1nnc(C2(c3ccc(Cl)cc3)CCC2)o1)NC1CC1 | 1% | 0.0% | 0% | -10%[9.22 µM] | 9% | -2% | 1%
Cc1ccc(OCCN2CCNCC2)c([N+](=O)[O-])c1 | 19% | -1.9% | -1% | 22% | -4% | 3% | 2%
O=C(COC(=O)Cc1c[nH]c2ccccc12)Nc1ccccc1 | 26% | 1.0% | -2% | 4% | -2% | -2% | 1%
COc1ccc(Cc2nnc(N)s2)cc1OC | -11%[46.1 µM] | 1.2% | 0% | 11% | 4% | 7% | 7%

Complete entries, looked up by structure.
Record of O=C(COC(=O)Cc1c[nH]c2ccccc12)Nc1ccccc1 = NPSR antagonist: 26%; Epigenetic derep: 1.0%; L3MBTL1 inh: -2%; HttQ103 aggreg: 4%; IMPase Li inh: -2%; CBFb RUNX1 block: -2%; KinaseGlo FLuc: 1%
Record of CC12COC3(C(=O)Nc4ccc([N+](=O)[O-])cc4)CC1CCC32C (stereo unspecified) = NPSR antagonist: -29%; Epigenetic derep: -1.0%; L3MBTL1 inh: 18%; HttQ103 aggreg: -6%; IMPase Li inh: 5%; CBFb RUNX1 block: -1%; KinaseGlo FLuc: 1%
Record of COc1ccc2oc(C(=O)C3CC3)c(N)c2c1 = NPSR antagonist: 5%[46.1 µM]; Epigenetic derep: 5.2%; L3MBTL1 inh: 1%; HttQ103 aggreg: -4%; IMPase Li inh: -17%[38.3 µM]; CBFb RUNX1 block: -2%; KinaseGlo FLuc: 6%
